# RXFP1 antagonist = RXFP1 (human) relaxin receptor antagonism; activity change, negative = inhibition, % at 57.5 µM; HEK293-RXFP1, relaxin-stimulated cAMP HTRF, 30 min; stronger effect = lower value; hit rate 0.59% among 350,000; AID 1259400; Q9HBX9;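 active means activity change of -60% or lower, but not beyond a set lower limit; inconclusive means change between -60% and -40%, or beyond the set limit; inactive means change above -40%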; further: on the % scale 0 is the no-effect control and ±100 the full control effect
# Pol beta inh = DNA polymerase beta (human) inhibition | P06746 | Pol beta primer extension/strand displacement, fluorescence kinetic | Potency, µM (series often up to 114 µM), inactives show at the top dose activity change, negative = inhibition, hits mostly inhibitors | hit rate 1.3% among 340,000; further: potency means the concentration at half of the fitted maximal effect; on the % scale 0 is the no-effect control and ±100 the full control effect
#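 Curves were derived by four-parameter Hill fits of normalized qHTS data. The kinetic fluorescent primer-extension read was taken at 0 and 10 min after 50 nM substrate, following a 15 min room-temperature preincubation of 10 nM enzyme with compounds.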
# APEX1 inh = APE1 (human) endonuclease inhibition | recombinant APE1, TAMRA/BHQ-2 abasic DNA cleavage fluorescence | Potency, µM (titrated, usually from 65.8 µM), for inactives: at the highest dose activity change, negative = inhibition, most hits filed as inhibitors | hit rate 0.35% among 350,000;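 further: potency means the concentration at half of the fitted maximal effect; plate controls were vehicle for no effect and reference inhibitor for full effect; nearly all actives have a fitted effect of over 55% in size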
#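 APE1 at 0.75 nM preincubated 15 min at room temperature with compound. Reaction then started with 50 nM double-stranded THF-abasic substrate labelled with TAMRA/BHQ-2, and 525/598 nm fluorescence read kinetically. Activity taken as third-minus-first read difference, normalized to DMSO and NSC13755 controls.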
# Tb PGK inh = inhibitors of T. brucei phosphoglycerate kinase; P07378; PGK/GAPDH coupled, Kinase-Glo luminescence, 60 min; Potency, µM (doses to about 57.5 µM), for inactives: top-dose activity change, negative = inhibition, actives largely listed as inhibitors; hit rate 0.043% among 380,000; AID 602233; further: potency means the concentration at half of the fitted maximal effect; on the % scale 0 is the no-effect control and ±100 the full control effect; nearly all actives have a fitted effect of over 60% in size
#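 Luminescent ATP detection (Kinase-Glo Plus) follows a 60-minute room-temperature incubation, with wells lacking PGK as controls. Buffer: 100 mM TEA (pH 7.6), 5 mM MgCl2, 0.01% Tween-20. Coupling enzyme GAPDH (100 nM final) supplies unstable 1,3-BPG in-well.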
# BLM helicase inh = inhibitors of human Bloom syndrome helicase BLM; P54132; recombinant BLM DNA unwinding, fluorescence dequenching; Potency, µM (top dose mostly 56.1 µM), for the others: at the top dose activity change, negative = inhibition, usual class: inhibitors; hit rate 0.2% among 350,000;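 further: potency means the concentration at half of the fitted maximal effect; plate controls were vehicle for no effect and no enzyme for full effect; nearly all actives have a fitted effect of over 35% in size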
# Target sequence (P54132 whole entry, looked up): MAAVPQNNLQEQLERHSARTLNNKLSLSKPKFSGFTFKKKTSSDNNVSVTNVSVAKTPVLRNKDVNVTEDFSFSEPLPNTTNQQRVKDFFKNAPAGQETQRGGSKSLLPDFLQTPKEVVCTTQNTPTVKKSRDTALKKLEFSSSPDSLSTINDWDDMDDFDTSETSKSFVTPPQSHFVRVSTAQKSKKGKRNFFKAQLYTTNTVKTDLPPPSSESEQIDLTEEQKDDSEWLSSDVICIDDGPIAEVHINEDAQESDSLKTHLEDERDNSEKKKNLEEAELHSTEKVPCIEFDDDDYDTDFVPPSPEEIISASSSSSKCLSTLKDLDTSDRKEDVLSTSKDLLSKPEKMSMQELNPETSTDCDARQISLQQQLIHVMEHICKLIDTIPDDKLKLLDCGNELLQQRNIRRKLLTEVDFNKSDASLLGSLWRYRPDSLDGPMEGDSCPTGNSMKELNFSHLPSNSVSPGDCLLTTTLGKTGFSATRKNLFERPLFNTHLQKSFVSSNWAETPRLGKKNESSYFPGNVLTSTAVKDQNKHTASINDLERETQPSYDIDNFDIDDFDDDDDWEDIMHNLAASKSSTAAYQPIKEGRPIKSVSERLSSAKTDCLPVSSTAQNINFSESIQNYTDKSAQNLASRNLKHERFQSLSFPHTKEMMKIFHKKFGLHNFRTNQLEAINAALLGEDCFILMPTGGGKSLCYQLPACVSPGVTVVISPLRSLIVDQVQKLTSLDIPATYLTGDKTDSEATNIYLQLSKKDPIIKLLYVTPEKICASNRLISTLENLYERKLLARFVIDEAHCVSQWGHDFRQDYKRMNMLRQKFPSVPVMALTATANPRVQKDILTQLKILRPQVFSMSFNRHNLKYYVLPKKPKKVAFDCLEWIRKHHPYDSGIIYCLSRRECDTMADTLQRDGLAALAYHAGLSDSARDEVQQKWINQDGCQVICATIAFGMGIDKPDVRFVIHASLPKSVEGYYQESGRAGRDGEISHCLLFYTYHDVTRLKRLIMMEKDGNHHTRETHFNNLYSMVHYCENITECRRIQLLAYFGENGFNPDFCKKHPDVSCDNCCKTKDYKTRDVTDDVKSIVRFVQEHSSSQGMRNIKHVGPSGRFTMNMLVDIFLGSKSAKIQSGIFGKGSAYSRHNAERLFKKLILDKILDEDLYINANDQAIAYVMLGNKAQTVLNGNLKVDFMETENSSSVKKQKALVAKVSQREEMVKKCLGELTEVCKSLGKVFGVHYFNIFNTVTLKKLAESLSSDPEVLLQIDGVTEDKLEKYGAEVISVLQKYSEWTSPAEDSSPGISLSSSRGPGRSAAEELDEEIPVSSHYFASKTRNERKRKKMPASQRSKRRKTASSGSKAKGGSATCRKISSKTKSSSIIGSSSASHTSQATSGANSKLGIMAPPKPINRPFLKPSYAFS
# Anesthetic bind = candidate novel general anesthetic via apoferritin binding | apoferritin/1-aminoanthracene competitive binding, fluorescence | Potency, µM (titrated, usually from 77.5 µM), inactives show top-dose activity change, negative = displacement, most hits filed as inhibitors | hit rate 0.074% among 350,000; further: potency means the concentration at half of the fitted maximal effect; on the % scale 0 is the no-effect control and ±100 the full control effect; nearly all actives have a fitted effect of over 20% in size
#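 In PBS, apoferritin at 10 uM is loaded with 1-AMA from a 50% saturated solution. After 10 min of compound exposure at ambient temperature, reduced 535 nm fluorescence indicates probe displacement.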
# Pol iota inh = blocks human DNA polymerase iota activity | Q9UNA4 | Pol iota fluorescent replication assay, 10 min | Potency, µM (series often up to 115 µM), inactives show at the top dose activity, negative = inhibition, actives largely listed as inhibitors | hit rate 1% among 390,000; further: potency means the concentration at half of the fitted maximal effect
#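 Fluorescent replication assay read twice, at 0 min and 10 min after adding 50 nM (final) substrate. Enzyme (10 nM) and compounds were first incubated 15 min at room temperature; enzyme-free buffer wells were negative controls.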
# POLK inh = inhibitors of human DNA polymerase kappa; Q9UBT6; purified Pol kappa, fluorescent DNA synthesis assay, 10 min; Potency, µM (titrated, usually from 107 µM), for the others: top-dose activity, negative = inhibition, hits mostly inhibitors; hit rate 0.53% among 400,000; AID 588579; further: potency means the concentration at half of the fitted maximal effect; on the % scale 0 is the no-effect control and ±100 the full control effect
#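 10 nM Pol kappa preincubated 15 min at room temperature with compounds, then reaction started with substrate at 50 nM final. Fluorescence read kinetically at 0 and 10 min; buffer-only wells served as negative control.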
# POLH inh = DNA polymerase eta (human) inhibition | AID 588591 | recombinant Pol eta, fluorescent DNA replication assay | hit rate 1.2% among 390,000 | Potency, µM (series often up to 114 µM), inactives show at the top dose activity change, negative = inhibition, usual class: inhibitors | Q9Y253; further: potency means the concentration at half of the fitted maximal effect; on the % scale 0 is the no-effect control and ±100 the full control effect
#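 Pol eta (10 nM) was preincubated with compounds for 15 min at room temperature, after which fluorescent replication substrate (50 nM final) was added to start the reaction. Fluorescence was read kinetically at 0 and 10 min.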
# * marks the source's active call; other numbers are inactive results; i = inactive; u = inconclusive; x = no result given; [ ] = remark or other dose. Unless noted, the call rests on the fitted dose curve; in most records, active means well fitted curve in the direction sought with a large enough effect; inconclusive means small, poorly fitted or top-dose-only effect, or another doubt; inactive means no such curve, though single readings can be large; an effect the other way counts as inactive or inconclusive. This is a subset; count on the stated rates, not on these rows.
compound | RXFP1 antagonist | Pol beta inh | APEX1 inh | Tb PGK inh | BLM helicase inh | Anesthetic bind | Pol iota inh | POLK inh | POLH inh
NS(=O)(=O)c1ccc(CCNC(=O)c2ccc(Cl)nc2)cc1 | -4 | -11% | 38% | -2% | -6% | 12% | -17% | 0% | 0%
O=C(CCn1c2c(c3ccccc31)CCCC2)NNC(=O)c1ccccc1Cl | 11 | -21% | -2% | i | -2% | -12% | -6% | -4% | -15%
COC(=O)[C@H](C)NC(=O)Nc1ccccc1C(F)(F)F | -2 | -11% | 7% | 4% | -1% | -9% | 8% | -2% | -13%
Cc1noc(NS(=O)(=O)c2ccc(N/C=C\C(=O)c3cccc4ccccc34)cc2)c1C | 0 | u | 4% | -11% | -8% | u | u | -18% | u
CC(C)(C)S(=O)(=O)c1ccc(S(=O)(=O)C(C)(C)C)s1 | x | 15% | 8% | x | -1% | 15% | x | x | x
Cc1cccc(C)c1NC(=O)Nc1ccc2c(c1)OCO2 | -29 | -23% | -2% | -7% | 0% | -1% | 46%[activator] | -15% | -15%
O=C(Nc1nccs1)c1cc(-c2ccncc2)nc2ccccc12 | u | 2% | -1% | -3% | 0% | -16% | 48%[activator] | -11% | -2%
Cc1cccc(-n2cnc3sc(C)c(C)c3c2=O)c1 | 0 | -2% | 2% | -3% | -4% | -13% | 163%[activator] | -10% | 0%
CCc1cccc(NC(=O)NC(=O)Cn2nnc(C(=O)OC)c2C(=O)OC)c1 | 4 | -12% | -1% | -10% | -5% | u | 242%[activator] | -16% | -9%
Cc1cc2nc(-c3cc(NC(=O)c4cc5ccccc5o4)ccc3Cl)oc2cc1C | -3 | -18% | x | -4% | -2% | -6% | -20% | 1% | -10%
CCN=C(NCC)SC1CC(=O)N(c2cccc(OCC)c2)C1=O (stereo not given) | -10 | 2% | -6% | -3% | -7% | -14% | -3% | -3% | -15%
COc1ccc(NC(=O)C2CC(=O)N(Cc3ccc(C)cc3)C2)cc1S(=O)(=O)N1CCCCC1 (stereo not given) | x | u | u | -5% | -8% | -6% | u | 2% | -20%
O=C(NCc1ccccc1Cl)C1CCC(=O)N(CCCN2CCCC2=O)C1 (stereo not given) | 6 | 10% | 3% | 3% | 1% | -8% | 23% | -9% | -10%
CCCCSc1n[nH]c(N)n1 | 17 | 6% | 2% | -2% | -3% | -13% | 4% | 7% | -5%
Cc1nc(-c2ccc(Cl)cc2)sc1C1(C)CC(c2ccncc2)=NO1 (stereo not given) | x | x | x | -6% | x | x | 11% | 6% | -9%
CC1(NC(=O)c2cc(-c3cccs3)nn2-c2ccccc2)CCS(=O)(=O)C1 (stereo not given) | -2 | x | 12% | -5% | x | x | 14% | 0% | -5%
CN(C)CCCNC(=O)C(=O)NCC(c1cccs1)S(=O)(=O)c1ccc(F)cc1 (stereo not given) | 3 | x | 16% | -9% | x | x | -3% | 4% | -10%
COc1ccc(N(CC(=O)Nc2ccc(F)c(Cl)c2)S(=O)(=O)c2c(C)noc2C)cc1 | -9 | u | -10% | 7% | -11% | 0% | 11% | -11% | -5%
CCN(C(C)=O)c1cnc(C=NNC(N)=S)c2ccccc12 | -1 | x | x | -1% | x | x | 80%[activator] | -18% | -12%
CC1=NN(C(=O)Cc2ccccc2)C(O)(c2ccccc2)C1 (stereo not given) | -21 | 11% | 3% | i | -4% | u | 25% | -5% | -11%
O=C(CCl)c1cc2c3c(c1)CC(=O)N3CCC2 | 2 | 4% | 23% | -1% | -1% | 3% | u | -6% | -17%
CC(C)CNC(=O)N1[C@H](c2cccs2)[C@@H](C)C(=O)[C@@H](C)[C@@H]1c1cccs1 | 3 | 7% | x | -5% | -4% | -8% | 26% | -1% | -5%
Cc1noc(C)c1S(=O)(=O)N(CC(=O)NCc1ccc2c(c1)OCO2)c1ccc(C(C)C)cc1 | x | 16% | 6% | -1% | -6% | -10% | 11% | -1% | -2%
COc1ccccc1NC(=O)N1CCCC1C(=O)Nc1ccc(NC(C)=O)cc1 (stereo not given) | 6 | 7% | -8% | 0% | 1% | -8% | 33%[activator] | -12% | -8%
C=CCC[C@H](Cc1ccc(F)cc1)C(=O)OC[C@@H](Cc1c[nH]c2ccccc12)NC(=O)[C@H](CC=C)CC(=O)N[C@H](CO)Cc1ccccc1 | x | x | 0% | -2% | x | x | -13% | -6% | -3%
CCOC(=O)c1c(C)c(C(=O)NCCCOC)c(C)n1C | -2 | -7% | -1% | i | -3% | -5% | u | 0% | -2%
O=C(NNc1ccccc1Cl)C(O)(c1cccc(C(F)(F)F)c1)c1cccc(C(F)(F)F)c1 | -27 | -11% | -11% | 14% | -14% | 3% | 20% | -25% | -23%
Cc1ccc(NC(=O)CSc2nnc(-c3ccncc3)n2C)cc1S(=O)(=O)N1CCOCC1 | 19 | 53%[activator] | 18% | 5% | -11% | -4% | 5% | -13% | 10%
CN(C)C1=NC[C@H](Cc2ccccc2)N1CCCCc1ccccc1 | x | x | -3% | -9% | x | x | 36%[activator] | -8% | -15%
CC1CCN(c2ncccc2C(=O)O)CC1 | 9 | 3% | -3% | x | 1% | -3% | 41%[activator] | -1% | -10%
CCOC(=O)CNC(=O)CNC(=O)c1ccc(OC(C)C)cc1 | 5 | 7% | -2% | -3% | 1% | 4% | 5% | -19% | -6%
Cc1cc(C)c(N(CC(=O)NC(C)(C)C)C(=O)CNC(=O)c2cccs2)c(C)c1 | 6 | 22% | -5% | -1% | 4% | -14% | 17% | -15% | -2%
Cn1ccs/c1=N\S(=O)(=O)c1ccc(Br)cc1 | 16 | 2% | 4% | -1% | 2% | -11% | 7% | -16% | 6%
CCc1nn(CC(=O)NCCN(CC)CC)c(=O)c2cc3occc3n12 | x | 2% | x | -9% | 4% | 3% | -13% | -15% | -6%
C=CCNC(=S)NNC(=O)C(CCC(C)C)CC(C)O (stereo not given) | -1 | -3% | 3% | -4% | -7% | -9% | 21% | -7% | -11%
CCOC(=O)C1=C(CN2CCN(c3ccccc3F)CC2)NC(=O)NC1c1ccc(OC)cc1 (stereo not given) | 7 | 29% | x | 2% | -8% | 3% | 9% | 0% | -11%
CC(C)(C)C(=O)Nc1ccc(NC(=O)c2ccco2)nc1 | 15 | 28% | 9% | -15% | 5% | 2% | u | -9% | -19%
Cc1ccc(S(=O)(=O)N2CCN(C(=O)COC(=O)c3ccc([N+](=O)[O-])o3)CC2)c(C)c1 | 14 | x | -1% | -12% | x | x | u | -22% | u
CCOC(=O)C1CCN(c2nc3ccccc3nc2Cl)CC1 | x | -15% | x | -4% | -6% | -5% | 12% | -10% | -22%
CC(C)NS(=O)(=O)c1ccc(OCC(=O)Nc2ccccc2F)cc1 | -13 | 22% | -2% | 2% | 0% | -8% | 4% | -7% | 13%
O=C(Nc1ccccc1N1CCOCC1)c1ccc(F)c(S(=O)(=O)N2CCOCC2)c1 | -2 | x | -2% | 10% | x | x | -14% | -1% | -7%
c1ccc(-c2ccccc2OCCN2CCCC2)cc1 | -31 | -3% | 0% | -3% | -5% | -1% | 22% | -14% | -16%
Cc1cccc(NC(=S)N(Cc2ccc(Cl)cc2)Cc2ccc(C(=O)O)cc2)c1 | -14 | 30%[activator] | 24% | -2% | -1% | -5% | 134%[activator] | -8% | 11%
Cc1ccccc1Nc1nc(N)nc(COC(=O)c2ccc(O)cc2)n1 | 15 | 9% | -8% | 7% | -2% | -12% | 3% | -11% | -19%
COC(=O)c1c(OC)cc2c(c1C)Oc1c(Cl)c(OC(C)=O)c(Cl)c(C)c1C(=O)O2 | x | x | 1% | x | -2% | -2% | x | -14%[60.1 µM] | x
Cc1cc(C(=O)NNC(=O)c2ccc(F)cc2)c(C)s1 | 2 | x | 18% | 0% | x | x | 62%[activator] | -17% | -1%
CSc1nc(N2CCOCC2)c2c(c1C#N)CC(C(C)C)OC2 (stereo not given) | -2 | -26% | 29% | -13% | -7% | -1% | 7% | 10% | -9%
COc1ccc2nc(NC(=O)c3ccc(-c4cccc([N+](=O)[O-])c4)o3)sc2c1 | x | -1% | 1% | x | -6% | 2% | x | x | x
O=c1c2ccccc2nnn1-c1ccccc1 | -4 | x | x | -6% | x | x | 4% | -1% | -16%
Clc1ccc(Nc2ccc3ccccc3n2)cc1 | -1 | x | x | 0% | x | x | 0% | 8% | -19%
CCCCCCN1C=CC(=C/C=C(\C#N)C(=O)OCC)C=C1 | -5 | u | 0% | -7% | -3% | -18% | u | -2% | u
NC(=O)Cn1c2[n+](c3ccccc31)CC(O)CS2 (stereo not given) | 14 | 9% | 16% | -9% | -4% | -2% | -3% | 1% | -4%
CC(C)(C)n1ncc2c(=O)n(Cc3c(Cl)cccc3Br)cnc21 | x | x | 9% | -5% | x | x | 23% | -17% | -19%
Cc1ccc(C(C#N)c2ccc(Cl)nn2)cc1 (stereo not given) | 7 | 28% | 0% | 2% | -4% | -18% | 41%[activator] | 0% | 14%
CC(=O)c1ccc(OCCOc2ccc([N+](=O)[O-])cc2)cc1 | -11 | 0% | -11% | -9% | -7% | u | 13% | 0% | -7%
Cc1ccc(N2CC(C(=O)OCC(=O)C(C)(C)C)CC2=O)cc1C (stereo not given) | -3 | 15% | -2% | i | -2% | u | 3% | -2% | -19%
COc1cc2ncc3c(-c4ccccc4)nn(CC(=O)NC4CCCCC4)c3c2cc1OC | 0 | 7% | x | 0% | -14% | -6% | -14% | -2% | 5%
COc1ccc(-c2cn3nc(N4CCCC(C(=O)Nc5ccccc5F)C4)sc3n2)cc1 (stereo not given) | -13 | u | x | -6% | -5% | -9% | 4% | -11% | -23%
Cc1ccccc1C(=O)NCCNC(=O)c1ccco1 | 2 | -1% | 47% | 4% | -2% | -4% | -11% | -12% | 1%

# Screens (PubChem BioAssay)
